# Source: PubChem BioAssay
# MazF activator: activators of E. coli MazEF toxin-antitoxin RNase; P0AE70; FAM/BHQ RNA-DNA oligo cleavage fluorescence, 5 h; activation, % at 20 µM; actives 0.32% (n = 350,000); AID 504720; in the data active means activation above about 50%
# Target sequence (P0AE70 whole entry, looked up): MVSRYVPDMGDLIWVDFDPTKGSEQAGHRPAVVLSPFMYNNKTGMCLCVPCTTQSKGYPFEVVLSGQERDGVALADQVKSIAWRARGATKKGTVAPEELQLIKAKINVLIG
# Mtb UGM inh: inhibitors of M. tuberculosis UDP-galactopyranose mutase. P9WIQ1. purified UGM, fluorescence polarization probe displacement. inhibition, % at 10 µM. actives 0.06% (n = 320,000). AID 504406; in the data active means inhibition above about 10%, passing the limit was not always enough
# Target sequence (P9WIQ1 whole entry, looked up): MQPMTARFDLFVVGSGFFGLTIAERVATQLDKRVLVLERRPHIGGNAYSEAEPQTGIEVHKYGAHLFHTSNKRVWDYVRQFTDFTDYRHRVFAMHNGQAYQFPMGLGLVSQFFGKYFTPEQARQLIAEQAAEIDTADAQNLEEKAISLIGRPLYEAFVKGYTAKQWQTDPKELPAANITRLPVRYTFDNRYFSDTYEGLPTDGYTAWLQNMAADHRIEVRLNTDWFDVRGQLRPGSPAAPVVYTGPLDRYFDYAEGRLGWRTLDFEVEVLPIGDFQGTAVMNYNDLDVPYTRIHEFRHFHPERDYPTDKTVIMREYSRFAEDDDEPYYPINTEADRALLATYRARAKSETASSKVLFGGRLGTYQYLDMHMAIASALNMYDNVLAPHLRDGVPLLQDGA
# Mtb FBA inh: Mtb fructose-bisphosphate aldolase inhibition | actives 2.3% (n = 360,000) | inhibition, % at 1 µM | purified M. tuberculosis FBA, fluorescence read-out | P9WQA3; in the data active means inhibition above about 27%;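 further: 0% = vehicle and 100% = reference inhibitor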
# Target sequence (P9WQA3 whole entry, looked up): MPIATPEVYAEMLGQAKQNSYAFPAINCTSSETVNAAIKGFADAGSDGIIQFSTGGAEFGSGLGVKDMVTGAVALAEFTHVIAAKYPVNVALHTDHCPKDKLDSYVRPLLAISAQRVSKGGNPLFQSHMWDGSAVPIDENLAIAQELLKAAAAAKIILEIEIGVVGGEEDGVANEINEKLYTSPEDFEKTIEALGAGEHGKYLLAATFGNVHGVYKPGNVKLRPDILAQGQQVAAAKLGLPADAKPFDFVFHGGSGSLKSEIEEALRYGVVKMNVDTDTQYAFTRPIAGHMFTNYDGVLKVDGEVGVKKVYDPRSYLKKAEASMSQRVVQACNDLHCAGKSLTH
# SARS 3CLpro inh: SARS-CoV 3CLpro protease inhibition; recombinant SARS-CoV 3CLpro, quenched FRET peptide cleavage; inhibition, % at 6 µM; actives 0.14% (n = 290,000); in the data active means inhibition above about 12%
# Mtb BioA inh: blocks M. tuberculosis BioA enzyme activity; actives 0.096% (n = 360,000); AID 602481; inhibition, % at 9.99 µM; purified M. tuberculosis BioA enzyme, plate reader; in the data active means inhibition above about 40%
# BH1578 lux ind: induces V. cholerae light production without autoinducers. activation, % at 18.7 µM. AID 588436. actives 0.16% (n = 350,000). V. cholerae BH1578 lux reporter, luminescence, 6 h; in the data active means activation mostly above about 9.7%, no sharp cut-off; further: not every result past the cut was called active; inactives centre near 0; reference of the scale not given here
# PriA SSB inh: inhibitors of Klebsiella pneumoniae PriA binding to SSB C-terminal tail | AID 1272365 | actives 0.6% (n = 430,000) | AlphaScreen SSBct-PriA binding, biotinylated peptide | inhibition, % at 33 µM; in the data active means inhibition mostly above about 37%, no sharp cut-off; inactive means mostly below about 20%;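 further: plate controls were negative control peptide for no effect and reference peptide for full effect; strong numbers were not always called active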
# GDH-TPI inh: inhibits GDH-TPI coupling enzymes, artifact for Mtb FBA screen. inhibition, % at 4.8 µM. GDH-TPI coupled enzyme counterscreen, NADH absorbance. AID 588335. actives 1.2% (n = 360,000); in the data active means inhibition above about 30%;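 further: 0% = DMSO wells and 100% = wells lacking the enzyme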
# Rv3671c inh: inhibits the M. tuberculosis serine protease Rv3671c | actives 0.048% (n = 320,000) | inhibition, % at 5.96 µM | P9WHR9; in the data active means inhibition above about 38%;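 further: extracellular domain of Rv3671c used as enzyme; 0% = enzyme with DMSO and 100% = no enzyme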
# VHR inh abs: blocks human VHR1 dual specificity phosphatase | recombinant VHR phosphatase, pNPP absorbance | inhibition, % at 13.3 µM | actives 0.52% (n = 290,000) | AID 1654; in the data active means inhibition above about 50%; further: some compounds called inactive have numbers as strong as hits
# Target sequence (P51452 whole entry, looked up): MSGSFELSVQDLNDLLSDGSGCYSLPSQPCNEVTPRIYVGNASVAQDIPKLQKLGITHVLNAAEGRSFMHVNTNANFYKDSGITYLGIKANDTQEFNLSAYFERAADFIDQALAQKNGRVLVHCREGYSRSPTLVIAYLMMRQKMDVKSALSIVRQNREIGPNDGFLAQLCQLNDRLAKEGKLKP
# * marks the source's active call; other numbers are inactive results; i = inactive; / = not tested or not shown.
# Labels used below – A = MazF activator; B = Mtb UGM inh; C = Mtb FBA inh; D = SARS 3CLpro inh; E = Mtb BioA inh; F = BH1578 lux ind; G = PriA SSB inh; H = GDH-TPI inh; I = Rv3671c inh; J = VHR inh abs
Cc1c(C(=O)NCc2ccccc2C(F)(F)F)sc(=O)n1Cc1ccc(S(=O)(=O)N(C)C)cc1
  A: /	B: /	C: 0	D: /	E: -0.3	F: 0.1	G: /	H: 9	I: /	J: /

CCCCCCCCCCCC(=O)NC(C(=O)O)C(O)c1ccccc1 (configuration not stated)
  A: -14	B: 1.0	C: -2	D: 10	E: 0.1	F: i	G: 97*	H: -1	I: -3	J: -36

COc1ccc(S(=O)(=O)NCC(c2cccnc2)N2CCN(Cc3ccccc3)CC2)cc1C (configuration not stated)
  A: 3	B: 0.2	C: -2	D: -4	E: -0.4	F: -0.4	G: 4	H: 3	I: -1	J: 6

O=[N+]([O-])c1cc(C(F)(F)F)ccc1N1CCC(O)CC1
  A: 2	B: -1.9	C: -2	D: 6	E: /	F: -0.5	G: 2	H: 6	I: 1	J: 17

Cc1ccc(S(=O)(=O)N2CCCCC2)cc1C(=O)N1CCCC1
  A: 8	B: -2.4	C: 0	D: -1	E: -0.4	F: i	G: -13	H: -4	I: 0	J: 6

Cc1cccc(N2CCN(CC(=O)NCC3CCCCC3)CC2)c1C
  A: -3	B: -1.3	C: -1	D: -2	E: -0.8	F: -3.3	G: -17	H: 2	I: -3	J: 18

CCCC(=O)N(Cc1cc2cccc(C)c2[nH]c1=O)c1ccccc1OC
  A: 4	B: -1.2	C: 3	D: -3	E: -1.2	F: -0.4	G: -9	H: 7	I: 0	J: 45

Cn1c(=O)n(C)c2cc(S(=O)(=O)N3CCN(c4ccccc4)CC3)ccc21
  A: 1	B: -0.7	C: -2	D: 0	E: -2.9	F: -0.4	G: 4	H: -2	I: 9	J: 20

COc1ccc(CNC(=O)COC(=O)c2cc(C)oc2C)cc1
  A: 5	B: /	C: -3	D: /	E: -1.0	F: 3.0	G: /	H: 0	I: /	J: /

CCOC(=O)C1CCCN(C(=O)c2ccc(CS(=O)(=O)c3ccc(Br)cc3)o2)C1 (configuration not stated)
  A: 8	B: 5.1	C: 2	D: 0	E: 0.1	F: -0.5	G: 1	H: 7	I: 1	J: 2

Cc1[nH]c(=O)c(C#N)c2c1COC(C)(C)C2
  A: -3	B: 2.9	C: 9	D: 3	E: -2.1	F: -0.2	G: -9	H: -4	I: 4	J: -10

CC(NC(=O)COC(=O)Cc1ccsc1)C1CC2CCC1C2 (configuration not stated)
  A: 3	B: -2.1	C: 0	D: 3	E: -0.3	F: -7.1	G: -5	H: -10	I: -8	J: 11

COc1cc(C(=O)Oc2ccc(Br)cc2C(=S)N2CCOCC2)cc(OC)c1OC
  A: 2	B: -0.3	C: 0	D: 7	E: -0.2	F: -2.2	G: 2	H: 4	I: 3	J: 1

CC(C)C(=O)Nc1ccc(C(=O)Nc2ccc(Br)cc2F)cc1
  A: -1	B: -0.8	C: -4	D: -2	E: /	F: i	G: 0	H: -3	I: 2	J: 2

Cc1ccc(C)c(OCCC(=O)OCC(=O)c2c(N)n(C)c(=O)n(C)c2=O)c1
  A: 0	B: -1.6	C: 1	D: /	E: /	F: -5.7	G: 3	H: -8	I: 6	J: /

# One compound at a time, as listed above. Values in the order: MazF activator, Mtb UGM inh, Mtb FBA inh, SARS 3CLpro inh, Mtb BioA inh, BH1578 lux ind, PriA SSB inh, GDH-TPI inh, Rv3671c inh, VHR inh abs
# `CCOC(=O)C1CCCN(C(=O)c2ccc(CS(=O)(=O)c3ccc(Br)cc3)o2)C1` (configuration not stated) across the screens: 8, 5.1, 2, 0, 0.1, -0.5, 1, 7, 1, 2
# `COc1cc(C(=O)Oc2ccc(Br)cc2C(=S)N2CCOCC2)cc(OC)c1OC` across the screens: 2, -0.3, 0, 7, -0.2, -2.2, 2, 4, 3, 1
# `Cc1cccc(N2CCN(CC(=O)NCC3CCCCC3)CC2)c1C` across the screens: -3, -1.3, -1, -2, -0.8, -3.3, -17, 2, -3, 18
# `COc1ccc(S(=O)(=O)NCC(c2cccnc2)N2CCN(Cc3ccccc3)CC2)cc1C` (configuration not stated) across the screens: 3, 0.2, -2, -4, -0.4, -0.4, 4, 3, -1, 6
# `O=[N+]([O-])c1cc(C(F)(F)F)ccc1N1CCC(O)CC1` across the screens: 2, -1.9, -2, 6, /, -0.5, 2, 6, 1, 17

# Continuation:
# Labels used below – A = MazF activator; B = Mtb UGM inh; C = Mtb FBA inh; D = SARS 3CLpro inh; E = Mtb BioA inh; F = BH1578 lux ind; G = PriA SSB inh; H = GDH-TPI inh; I = Rv3671c inh; J = VHR inh abs
CC(=O)C1CCC2C(CCC3=CC(=O)CCC32)C1 (configuration not stated)
  A: -4	B: /	C: -2	D: /	E: 2.6	F: -0.1	G: -2	H: 0	I: /	J: /

CCCS(=O)(=O)NC(=O)C1(C)CCN(C(=O)COc2ccc(Cl)cc2Cl)C1 (configuration not stated)
  A: /	B: /	C: 0	D: /	E: -0.5	F: i	G: /	H: 0	I: /	J: /

CCOC(=O)/C(=C/c1ccc(OC(=O)c2ccncc2)cc1)C(C)=O
  A: 2	B: 1.7	C: -2	D: -1	E: /	F: -0.3	G: -6	H: 7	I: 4	J: 14

Cc1ccc(CNC(=O)CN2C(=O)NC3(CC(C)CC(C)(C)C3)C2=O)cc1 (configuration not stated)
  A: 6	B: /	C: -1	D: /	E: -1.0	F: i	G: 0	H: 1	I: 6	J: /

Cc1[nH]n(-c2ccc([N+](=O)[O-])cc2)c(=O)c1C=NCCN1CCN(C(=O)c2ccccc2)CC1
  A: -10	B: 2.8	C: -2	D: -6	E: 0.0	F: i	G: -8	H: 28	I: -1	J: 12

CC(NC(=O)Nc1ccccc1O)(C(F)(F)F)C(F)(F)F
  A: -2	B: -0.8	C: 9	D: 1	E: 2.2	F: 0.7	G: 13	H: -7	I: -2	J: -8

CC(=NOC(=O)c1ccc(Cl)cc1)c1nccs1
  A: /	B: /	C: -2	D: /	E: 0.1	F: -0.4	G: -13	H: -5	I: /	J: /

COc1cc(CNC(=O)CCCC/C=C/C(C)C)ccc1O
  A: 5	B: 2.6	C: -3	D: /	E: -0.2	F: i	G: 2	H: 0	I: -12	J: /

CC(=O)N1CCN(c2ccc(NCc3ccc(-c4ccc(Br)cc4)o3)cc2)CC1
  A: 20	B: 1.4	C: -1	D: /	E: -1.4	F: -4.5	G: 23	H: 6	I: 9	J: /

CCOC(=O)C1=C(CS(=O)(=O)c2ccc(C)cc2)NC(=O)NC1c1cc(OC)c(O)c(OC)c1 (configuration not stated)
  A: 7	B: -0.4	C: 0	D: -3	E: 2.5	F: -0.2	G: -7	H: 7	I: -3	J: 13

Cc1nonc1OCCNc1ccc([N+](=O)[O-])cc1
  A: -1	B: -5.3	C: -7	D: 0	E: /	F: 1.4	G: 16	H: 11	I: 5	J: -8

Cc1cc(C)c2[nH]c(=O)c(C(c3nnnn3C(C)(C)C)N(Cc3ccco3)CC3CCCO3)cc2c1 (configuration not stated)
  A: -5	B: -8.2	C: 4	D: -4	E: -0.3	F: -0.2	G: -11	H: 1	I: -6	J: -7

O=C(Nc1ncc([N+](=O)[O-])s1)C1CC(=O)N(c2ccc(F)cc2)C1 (configuration not stated)
  A: 6	B: -1.4	C: -10	D: 1	E: 12	F: -0.5	G: -3	H: 0	I: -2	J: 8

COC1CCN(Cc2cn(Cc3ccccc3)nc2-c2cc3ccccc3o2)CC1
  A: -1	B: 1.8	C: 2	D: 0	E: 1.9	F: 5.0	G: 10	H: -11	I: -5	J: 17

Cc1nn(CC(=O)Nc2c(F)cc(F)cc2Br)c(=O)c2cccn12
  A: 9	B: -0.2	C: 1	D: -6	E: -1.8	F: -0.2	G: 4	H: -4	I: -3	J: 1

CC(C)c1ccc(NC(=O)C2CCCCN2S(=O)(=O)c2ccccc2)cc1 (configuration not stated)
  A: 3	B: /	C: 0	D: /	E: -1.8	F: -0.3	G: -6	H: 0	I: -12	J: /

COc1ccc2oc(C(=O)OC(C)C(=O)NCc3ccccc3)c(C)c2c1 (configuration not stated)
  A: -4	B: -0.9	C: 25	D: /	E: /	F: i	G: -25	H: 5	I: 10	J: /

CN(Cc1nc2ccc(F)cc2[nH]1)C(=O)C1CCC(=O)N(C2CC2)C1 (configuration not stated)
  A: 1	B: 1.6	C: 1	D: 0	E: -0.8	F: -0.6	G: 8	H: 13	I: 5	J: 37

CC(NC(=O)c1cccnc1)C(c1cccs1)N1CCOCC1 (configuration not stated)
  A: 8	B: 1.0	C: 1	D: 3	E: -0.4	F: 0.9	G: 0	H: -7	I: 5	J: 18

CCCn1c(-c2ccccc2)cc(SC)c(C#N)c1=O
  A: -2	B: -0.8	C: 1	D: 5	E: /	F: -0.1	G: -5	H: -2	I: 0	J: 16

Cn1ncc(Cl)c1C(=O)NCc1ccc(Cl)cc1
  A: -9	B: -2.1	C: 2	D: 2	E: /	F: 0.0	G: -7	H: 4	I: 8	J: -1

Cc1c(CCOC(=O)c2cc([N+](=O)[O-])cc([N+](=O)[O-])c2)sc[n+]1CC(=O)c1ccccc1
  A: 11	B: -1.0	C: 1	D: 4	E: 4.4	F: i	G: 12	H: -3	I: 0	J: -2

COc1cc(Cl)c(C)cc1NC(=O)COC(=O)c1cc(SC)ccc1Cl
  A: -6	B: -0.9	C: 7	D: -3	E: /	F: -0.4	G: 0	H: 1	I: 2	J: 5

Cc1cc(C(=O)N/N=C(\CCC(=O)O)c2cccs2)c2ccccc2n1
  A: 1	B: 2.4	C: 0	D: 3	E: /	F: i	G: /	H: 10	I: -4	J: 36

Cc1ncc([N+](=O)[O-])n1CCN1C(=O)c2ccccc2C1=O
  A: 1	B: 0.3	C: 0	D: 1	E: 0.0	F: -1.2	G: -8	H: 10	I: -8	J: 2

CN(C)S(=O)(=O)c1ccc2c(c1)/C(=C/c1cc3c([nH]1)CCCC3)C(=O)N2
  A: -147	B: -2.1	C: -12	D: /	E: -1.2	F: i	G: -3	H: 9	I: -57	J: /

COc1ccc(NC(=S)Nc2cccnc2)c(OC)c1
  A: 4	B: 0.9	C: -1	D: 2	E: 2.4	F: -1.6	G: 1	H: -8	I: 4	J: 20

Cc1cc(=O)n2[nH]c(-c3ccc(Cl)cc3)cc2n1
  A: -17	B: -0.3	C: 14	D: 4	E: 0.1	F: -0.6	G: -5	H: 8	I: 2	J: -16

NC(=O)[C@H]1CC2(CC(c3cccc(NC(=O)CC(c4ccccc4)c4ccccc4)c3)=NO2)CN1C(=O)c1ccccc1C(=O)c1ccccc1 (some centres not stated)
  A: -1	B: 1.7	C: 1	D: /	E: 0.8	F: -0.8	G: -4	H: -7	I: -43	J: 19

Cc1[nH]c2ccc(C(=O)N3CCN(C)CC3)cc2c1C
  A: 1	B: 1.3	C: -1	D: -6	E: -1.5	F: -3.1	G: -10	H: -2	I: -2	J: 29

Cc1ccccc1-c1cc2nc(Oc3cccc(F)c3)n(C)c(=O)c2s1
  A: /	B: /	C: -1	D: /	E: -0.1	F: -0.2	G: /	H: 12	I: /	J: /

# Filtered by structure: those above with a thiophene ring, fused or not (4)
# Labels used below – A = MazF activator; B = Mtb UGM inh; C = Mtb FBA inh; D = SARS 3CLpro inh; E = Mtb BioA inh; F = BH1578 lux ind; G = PriA SSB inh; H = GDH-TPI inh; I = Rv3671c inh; J = VHR inh abs
CC(NC(=O)COC(=O)Cc1ccsc1)C1CC2CCC1C2 (configuration not stated)
  A: 3	B: -2.1	C: 0	D: 3	E: -0.3	F: -7.1	G: -5	H: -10	I: -8	J: 11

CC(NC(=O)c1cccnc1)C(c1cccs1)N1CCOCC1 (configuration not stated)
  A: 8	B: 1.0	C: 1	D: 3	E: -0.4	F: 0.9	G: 0	H: -7	I: 5	J: 18

Cc1cc(C(=O)N/N=C(\CCC(=O)O)c2cccs2)c2ccccc2n1
  A: 1	B: 2.4	C: 0	D: 3	E: /	F: i	G: /	H: 10	I: -4	J: 36

Cc1ccccc1-c1cc2nc(Oc3cccc(F)c3)n(C)c(=O)c2s1
  A: /	B: /	C: -1	D: /	E: -0.1	F: -0.2	G: /	H: 12	I: /	J: /

# Not all compounds are listed. The share of hits here may be higher or lower than overall.
